Screening data: PubChem, Broad Institute
FN deposit inh: inhibitors of fibronectin matrix deposition, primary screen, AH1F cells, Alexa488-fibronectin fluorescence, plate reader; AH1F fibroblasts, overnight; inhibition, % at 12.6 µM; hit rate 0.086% among 350,000; AID 743247, 2014;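 active means mean inhibition across replicates of 30% or more, regardless of how many single replicates reach that level; inconclusive means mean under 30% yet at least half of replicates reach 30%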;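 further: positive control wells lacked labelled fibronectin entirely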
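Material – AH1F fibroblast monolayer, labelled fibronectin deposition · Reagent – labelled fibronectin 24 nM · Timing – 1 h adhesion, overnight exposure · Measured by – fluorescence at 485 nm excitation, 525 nm emission · Read-out – inhibition of fibronectin deposition signal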
CASP6 VEID inh: human caspase-6 inhibitors, primary screen, biochemical, VEID-R110 fluorescence, single point, set 2; purified caspase-6, Z-VEID-R110 cleavage fluorescence; hit rate 0.53% among 350,000; inhibition, % at 12.5 µM;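 active means mean inhibition across replicates at least about 35%, with every replicate also reaching that limit, limit read from the data; inconclusive means only one of the two criteria met; inactive means neither criterion met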;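 further: 0% = median of neutral control wells and 100% = no fluorescence left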
Target sequence (P55212 24-179 limits assumed): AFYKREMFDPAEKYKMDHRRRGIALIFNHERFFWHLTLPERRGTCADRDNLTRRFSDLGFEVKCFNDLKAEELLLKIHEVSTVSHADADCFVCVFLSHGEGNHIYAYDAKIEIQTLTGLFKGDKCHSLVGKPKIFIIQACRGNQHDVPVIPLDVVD
Target sequence (P55212 194-293 limits assumed): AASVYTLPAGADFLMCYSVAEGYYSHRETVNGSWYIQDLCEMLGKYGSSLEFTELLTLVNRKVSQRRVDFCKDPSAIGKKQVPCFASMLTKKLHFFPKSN
PGC1a acetyl inh: inhibitors of PGC1a acetylation signal, primary screen, cell-based, U2OS, AlphaScreen, inhibitor mode; hit rate 0.17% among 350,000; AlphaScreen anti-acetyl-lysine; with virally co-expressed GCN5 acetyltransferase; inhibition, % at 15.6 µM;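 active means every replicate shows inhibition of at least 40%; inconclusive means mean inhibition at least 40% but some replicate below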;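 further: 0% = neutral control wells and 100% = positive control wells; some results beyond the cut were filed as inactive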
Cneo AK release: Cryptococcus neoformans cell lysis inducers, primary screen, AK release luminescence, single concentration; AID 651654, 2012; hit rate 0.2% among 360,000; lysis activity, % at 15 µM; C. neoformans lysis, adenylate kinase release luminescence, 4 h; normalised: neutral wells 0, clomiphene wells 100;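 active means mean lysis activity across replicates of at least 80%, whatever share of replicates individually reach that level; inactive means mean lysis activity below 80%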
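Assay system: C. neoformans cells. Amount: yeast cell density of 5 × 10^6 cells/mL. Technique: AK luminescence. Buffer or medium: YPD. Times: static 4 h at 37 °C with compound, 1 h detection. Dosing: single-point compound dose. Read-out: lysis from increased AK signal.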
LGR2 antag: inhibitors of bursicon-induced LGR2 CRE-luciferase signal, primary screen, cell-based, HEK293, CRE-luciferase reporter, bursicon stimulation; Drosophila bursicon receptor LGR2 (rickets); bursicon-stimulated, 4 h; inhibition, % at 9.99 µM; hit rate 0.35% among 380,000;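 active means drop in luminescence signal, shown as inhibition above about 50% in the replicate tests, limit read from the data, passing the limit was not always enough; inconclusive means probably only some replicates passing the limit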;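 further: agonist challenge used bursicon conditioned medium at about half maximal strength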
miR122 inh: miR-122 Renilla sensor signal increase in Huh7, primary screen, miR-122 inhibitor project, cell-based, single point, plate reader | Huh7 miR-122 Renilla luciferase sensor, 48 h; neutral wells = 0, positive control = 100 | activation (reporter increase), % at 12.5 µM | hit rate 0.3% among 340,000 | AID 602342, 2012;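 active means mean replicate activation score at least 90 and every replicate individually at or above 90; inconclusive means only one of the two criteria met; inactive means neither criterion met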;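 further: higher luciferase means less miR-122 activity so hits act as miR-122 inhibitors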
PAX8 reporter: inhibitors of PAX8-driven TPO luciferase reporter, primary screen, RMG-I cells, single concentration. SteadyGlo, 24 h. inhibition, % at 12.6 µM. hit rate 1.2% among 360,000. AID 652154, 2013;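 active means mean replicate inhibition at least 60% with every replicate also reaching 60%; inconclusive means only one of the two criteria is met; inactive means mean below 60% and not all replicates reaching 60%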;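 further: luciferase light reporting Pax8 driven TPO promoter activity; plate controls were median of neutral control wells for no effect and mitoxantrone controls for full effect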
EWS-Fli block: EWS/Fli-driven NR0B1 reporter inhibitors, primary screen, A673 cells, NR0B1 luciferase, luminescence, MLPCN library | viability-normalised | inhibition, % at 12.6 µM | AID 651661, 2012 | hit rate 0.67% among 350,000;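 active means mean inhibition of at least 50% after viability correction, with every replicate also passing that limit; inconclusive means mean reaches 50% but only one of two replicates passes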;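 further: firefly luciferase signal divided by Alamar Blue viability fluorescence both relative to DMSO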
* marks the source's active call; other numbers are inactive results; ? = inconclusive; · = not tested or not shown; [ ] = dose if it differs, or a comment.

SMILES	FN deposit inh	CASP6 VEID inh	PGC1a acetyl inh	Cneo AK release	LGR2 antag	miR122 inh	PAX8 reporter	EWS-Fli block
COCCOC(=O)N1C(=O)[C@@]2(c3cc(C#CCCO)ccc31)[C@H](C(N)=O)[C@H]1C(=O)O[C@H](c3ccccc3)[C@H](c3ccccc3)N1[C@@H]2c1ccccc1OCCO	·	-1	3	-5	·	·	-2	2
COc1ccc(C(=O)NNC(=O)CCn2nnc(-c3ccc(C)cc3)n2)cc1OC	·	-3	1	·	8	·	-25	5
CCOC(=O)Cn1c(=NC(=O)CC)sc2c(C)cc(C)cc21	6	0	-2	0	-7	9	8	5
CCCCn1c(N)c(N2CCOCC2)c(=O)n(CC(=O)NCCc2ccccc2)c1=O	4	1	-9	·	9	-3	-3	-6
CCOc1ccccc1NC(=O)c1cccc2c1C(=O)N(C1CCCCC1)C2	-6	4	-6	-1	8	2	-3	7
C[C@@H]1CCCCO[C@H](CN(C)S(=O)(=O)c2cccs2)[C@@H](C)CN([C@@H](C)CO)C(=O)c2cc(NS(C)(=O)=O)ccc2O1	·	-2	4	49	-12	12[16.7 µM]	0	-7
COc1ccc2c(C(=O)CN3CCSCC3)c[nH]c2c1	-3	4	·	·	4	·	3	-8
Cn1cccc([N+](=O)[O-])c1=O	-5	-3	·	·	8	·	4	-3
O=C(NCC[C@@H]1CC[C@@H](NS(=O)(=O)c2cccc(F)c2)[C@@H](CO)O1)C1CC1	-2	·	8	-2	0	-8[16.7 µM]	3	-9
Cc1cc2oc(C(=O)N(Cc3cccs3)C3CCS(=O)(=O)C3)cc(=O)c2cc1Cl (configuration not stated)	-5	-4	1	-2	0	·	13	12
CCN(CC)c1ccc(/C=N/NC(=O)CCC(=O)NCc2ccccc2)c(O)c1	10	-2	·	·	·	·	-1	-14
CCOC(=O)C1C(=O)NC(c2ccccc2)=NC1c1ccc(Cl)cc1 (configuration not stated)	5	·	-9	2	·	1	·	·
CCCNC(=O)N1CC2(C1)[C@H](c1ccccc1)[C@H](CO)N2C(=O)C1CCCCC1	-2	0	2	·	0	·	·	2
COc1ccccc1-c1cnc2c(c1)C(=O)N([C@@H](C)CO)C[C@H](C)[C@@H](CN(C)C(=O)c1ccccc1)O2	10	2	-3	-1	-4	4[16.7 µM]	-28	-8
Cc1ccc(CS(=O)(=O)Cc2ccc(C(=O)NCC3CCCO3)o2)cc1 (configuration not stated)	-1	·	-3	1	-13	·	·	·
Cc1ccc(S(=O)(=O)N(C)C[C@H]2OCCCC[C@H](C)Oc3ccc(NC(=O)c4ccccc4)cc3C(=O)N([C@@H](C)CO)C[C@@H]2C)cc1	5	0	-10	9	-21	1[16.7 µM]	-7	14
C[C@H]1CN([C@@H](C)CO)C(=O)Cc2cc(NC(=O)CCN3CCOCC3)ccc2O[C@H]1CN(C)C(=O)Nc1ccc(F)cc1	·	-1	-7	-5	-5	-5[16.7 µM]	-18	-7
O=C(NCC1CCCN1S(=O)(=O)c1cccs1)c1cccc([N+](=O)[O-])c1 (configuration not stated)	-5	-3	·	-2	-10	·	3	1
Cc1[nH]nc(N)c1-c1ccc(Cl)cc1	·	1	·	·	15	·	1	10
COc1ccc(C(c2nnnn2C(C)C)N2CCN(C(=O)c3ccco3)CC2)cc1 (configuration not stated)	-6	2	2	0	12	3	1	·
CC(/C=C/c1ccco1)=N/NC(=O)c1ccc(C)nc1	-2	0	1	1	4	-4	-3	-15
CCCNC(=O)N[C@@H]1C=C[C@@H](CC(=O)NC2CCCCC2)O[C@H]1CO	3	2	-9	0	8	·	9	-3
CCN(C(=O)Cn1cnc2cc([N+](=O)[O-])ccc2c1=O)C1CCS(=O)(=O)C1 (configuration not stated)	-9	1	·	-2	-2	0	-6	0
C[C@@H]1CN([C@H](C)CO)C(=O)c2cccc(NC(=O)Nc3ccc(F)cc3)c2O[C@H]1CN(C)S(=O)(=O)c1cccs1	3	0	15	0	-2	-4[16.7 µM]	6	-20
Cc1ccc(Cl)cc1NC(=O)CCS(=O)(=O)c1ccc2c(c1)n(C)c(=O)c(=O)n2C	6	-1	-4	-1	11	-7	7	-5
N#Cc1ccccc1CSc1nnc(-c2ccncc2)o1	·	-1	-1	-1	-27	·	·	·
O=C(c1cnn(-c2ccccc2)c1)c1cc(Br)ccc1O	-3	-2	12	0	-14	7	-24	-17
CCOC(=O)N1CCN(S(=O)(=O)N2CCCC(C(=O)NCCCN3CC(C)CC(C)C3)C2)CC1 (configuration not stated)	9	-36	-4	3	6	-2	-1	·
Cc1noc(C)c1NC(=O)Nc1ccc2c(c1)CC(=O)N([C@H](C)CO)C[C@H](C)[C@H](CN(C)C(=O)Nc1ccc3c(c1)OCO3)O2	·	0	-10	1	1	6[16.7 µM]	-7	-6
CSc1ccc(CCCCCCOC(=O)C(C)(C)C)cc1	-7	-2	4	-1	-9	-3	-15	-23
CO[C@@H]1CN(C)C(=O)c2cc(NC(=O)C3CC3)ccc2OC[C@H](C)N(Cc2ccccc2)C[C@H]1C	-4	-3	2	6	-3	0[16.7 µM]	·	-5
COc1cc(SC)ccc1C(=O)Nc1ccccc1C#N	·	·	11	3	·	4	-53	·
CC(C)NC(=O)Nc1ccc2c(c1)C(=O)N([C@H](C)CO)C[C@@H](C)[C@H](CN(C)Cc1ccc(-c3ccccc3)cc1)O2	·	1	8	3	-3	3[16.7 µM]	16	·
C[C@H](CO)N1C[C@H](C)[C@H](CN(C)Cc2ccncc2)Oc2ccc(NC(=O)c3ccncc3)cc2CC1=O	·	2	1	-1	0	5[16.7 µM]	-33	1
Cc1cc2c(=O)n(Cc3ccco3)c(SCC(=O)N3CCCc4ccccc43)nc2s1	·	-1	-8	-7	24	·	·	23
COc1ccc(-c2cc(=O)oc3c(O)c(O)ccc23)cc1	4	26	·	-2	-7	·	-44	36
Cc1ccccc1CN1CCCC(C(=O)Nc2ccc(-c3ccn[nH]3)cc2)C1 (configuration not stated)	1	1	·	2	28	-2	15	-2
Cc1cc(C)nc(NC(=O)/C=C/c2cccs2)c1	·	2	-21	-2	-97	7	·	-83
CC1=C(C(N)=O)C(c2ccc(C)o2)C(C(N)=O)=C(C)N1	-1	·	-5	-3	·	10	8	·
C[C@H]1CN([C@@H](C)CO)S(=O)(=O)c2ccc(C#CC3CC3)cc2O[C@H]1CN(C)C(=O)c1ccccn1	0	-1	-4	7	-18	-10[16.7 µM]	·	0
O=C(c1cccnc1)N1C[C@@H]2[C@H](c3ccccc31)[C@H](CO)N2C(=O)Nc1ccccc1F	·	0	2	-3	12	11[16.7 µM]	-16	1
CO[C@H]1CN(C)C(=O)c2cc(NC(C)=O)ccc2OC[C@H](C)N(C(=O)c2ccccc2)C[C@H]1C	3	0	·	-1	-8	1[16.7 µM]	-1	0
Cc1cc(S(=O)(=O)N2CCCCC2)ccc1OCC(=O)N1CCCC1	-10	1	11	-2	-8	-4	4	11
CC(=O)Nc1ccc(NC(=O)C2(C)Cc3c(-c4ccccc4)ccnc3O2)cc1 (configuration not stated)	4	0	-10	9	-6	-5	2	0
CO[C@H]1CC[C@@H]2CCOc3ccc(C#N)cc3C(=O)N(C)C[C@@H](c3ccccc3)CC(=O)N(C)C[C@H]1O2	1	·	·	·	7	·	-4	-16
Cc1cc(C)c(C#N)c(SCC(=O)Nc2ccc(S(=O)(=O)Nc3onc(C)c3C)cc2)n1	5	3	0	-2	4	-4	-7	-5
O=[N+]([O-])c1cccc(-c2ccc(C(=S)N3CCOCC3)o2)c1	-12	5	-9	-9	-57	-7	-95	-40
O=C(NCC1CCCO1)c1cccc(Oc2ccc([N+](=O)[O-])cc2)c1 (configuration not stated)	-8	0	·	3	4	-1	16	·

Gathered by group: the entries above containing an NH in an aromatic ring
SMILES	FN deposit inh	CASP6 VEID inh	PGC1a acetyl inh	Cneo AK release	LGR2 antag	miR122 inh	PAX8 reporter	EWS-Fli block
COc1ccc2c(C(=O)CN3CCSCC3)c[nH]c2c1	-3	4	·	·	4	·	3	-8
Cc1[nH]nc(N)c1-c1ccc(Cl)cc1	·	1	·	·	15	·	1	10
Cc1ccccc1CN1CCCC(C(=O)Nc2ccc(-c3ccn[nH]3)cc2)C1 (configuration not stated)	1	1	·	2	28	-2	15	-2

Continuation:
SMILES	FN deposit inh	CASP6 VEID inh	PGC1a acetyl inh	Cneo AK release	LGR2 antag	miR122 inh	PAX8 reporter	EWS-Fli block
CC(=O)NCCc1cc2ccc(C)c(C)c2[nH]c1=O	3	-1	13	-1	-8	-5	-8	-11
COc1ccc(-c2cc(-c3ccccc3)c(-c3ccccc3)nn2)cc1	1	-1	·	·	-9	·	-22	-14
CCOC(=O)C1CCN(C(=S)Nc2cccc(C)c2C)CC1	6	·	-3	-2	2	-14	-26	·
CNC(=O)CSc1nnc(-c2cccnc2)n1-c1ccc(C)cc1	3	-2	·	·	·	·	5	3
C[C@@H]1CN([C@H](C)CO)C(=O)c2cc(-c3ccccc3)cnc2O[C@H]1CN(C)C(=O)Cc1ccccn1	-25	1	?	3	-16	2[16.7 µM]	·	-14
Cc1cc(C)cc(N(CCC#N)C(=O)CSc2nc3ccccc3c(=O)[nH]2)c1	22	2	7	0	-5	4	22	1
CC(=O)Nc1ccc(-c2ccnc3c2CC(C(=O)NCCc2ccccc2)O3)cc1 (configuration not stated)	3	-1	13	0	3	3	·	4
Cc1ccc(C(=O)NC(=S)N2CCN(C)CC2)cc1Br	·	-4	·	3	0	9	-4	3
Cc1ccc(S(=O)(=O)N2CC(=O)N3CCN(CCN)C3C2)cc1 (configuration not stated)	24	-19	-5	-2	·	0	-23	4
Cc1c(C(=O)N2CCCCC2)nnn1-c1nonc1N	·	·	-2	-2	-1	0	·	·
COc1cccc(NC(=O)CN(C)C(=O)/C=C/c2cn(-c3ccccc3)nc2-c2ccc(OC)c(OC)c2)c1	9	0	-8	2	-8	-19	36	8
COc1cc(-c2cc3nc(C)c(C)c(=O)n3[nH]2)cc(OC)c1OC	·	0	1	0	1	-2	·	·
Cc1ccc(-c2nonc2NC(=O)c2ccco2)cc1	-17	-1	-2	0	8	2	-12	-2
Cc1ccc(NC(=O)Nc2ccccc2)c(Br)c1	17	·	·	1	-63	2	-227	·
NNC(=O)C1CC(O)CN1S(=O)(=O)c1ccc(Cl)cc1 (configuration not stated)	-3	2	-14	4	-3	-4	12	0
Cc1nnc(SCC(=O)Nc2nnc(-c3ccccc3)o2)s1	·	0	·	·	13	·	-9	0
CN(Cc1ccccc1)C(=O)CCS(=O)(=O)c1ccc2c(c1)oc(=O)n2C	-10	-1	7	2	14	-6	0	2
O=C(Nc1ccccc1)N1CCSc2cc(Cl)ccc21	-2	·	3	1	·	-8	-41	·
CC1(C)CC2(CCO1)OC(=O)CC2C(=O)Nc1ccccc1Cl (configuration not stated)	5	·	-2	-2	-12	16	10	4
